IDE cell inh: inhibits human insulin-degrading enzyme in HEK cells | FAbetaB cleavage, fluorescence polarization | inhibition, % at 5.59 µM | hit rate 0.41% among 320,000 | AID 434962;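 active = percent inhibition above the average of all tested compounds plus 3 SD, set per screening campaign, cut at about 16% in these data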;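 note: IDE supplied by intact live HEK cells; FP after avidin binding of uncleaved biotin substrate so inhibition keeps polarization high; 0% = DMSO wells and 100% = 60 µM reference IDE inhibitor Ii1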
CHRM4 PAM: potentiates acetylcholine response at human M4 receptor; P08173; CHO-K1 hM4/Gqi5, Fluo-8 calcium fluorescence, ACh EC20; 0% = ACh EC20, 100% = maximal ACh; activation, % at 3 µM; hit rate 0.4% among 360,000;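 active = activation above its plate's cutoff, the mean activation of sample wells plus 3 SD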; note: some results filed as inactive read as strong as hits
Target sequence (P08173 whole entry, looked up): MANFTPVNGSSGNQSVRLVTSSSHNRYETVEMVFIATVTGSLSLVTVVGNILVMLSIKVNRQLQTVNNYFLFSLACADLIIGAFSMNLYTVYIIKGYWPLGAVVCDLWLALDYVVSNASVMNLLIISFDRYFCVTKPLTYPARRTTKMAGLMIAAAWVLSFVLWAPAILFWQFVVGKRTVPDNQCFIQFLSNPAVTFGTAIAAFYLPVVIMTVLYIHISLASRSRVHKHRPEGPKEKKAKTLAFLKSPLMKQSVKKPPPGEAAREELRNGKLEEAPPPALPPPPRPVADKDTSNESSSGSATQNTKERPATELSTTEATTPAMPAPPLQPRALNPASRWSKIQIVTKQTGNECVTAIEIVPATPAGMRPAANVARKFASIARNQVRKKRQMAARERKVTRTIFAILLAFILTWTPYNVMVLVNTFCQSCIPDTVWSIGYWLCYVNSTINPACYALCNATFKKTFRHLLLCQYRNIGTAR
CHRM5 agonist: agonists of human muscarinic M5 receptor (CHRM5); P08912; CHO-K1 hM5 cells, Fluo-8 calcium fluorescence; 0% DMSO wells, 100% maximal acetylcholine response; activation, % at 3 µM; hit rate 0.19% among 360,000;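 active = activation above the run's mean over test compounds plus 3 SD, cut at about 23% in these data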;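 note: signal is peak over basal fluorescence ratio across the kinetic read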
Target sequence (P08912 whole entry, looked up): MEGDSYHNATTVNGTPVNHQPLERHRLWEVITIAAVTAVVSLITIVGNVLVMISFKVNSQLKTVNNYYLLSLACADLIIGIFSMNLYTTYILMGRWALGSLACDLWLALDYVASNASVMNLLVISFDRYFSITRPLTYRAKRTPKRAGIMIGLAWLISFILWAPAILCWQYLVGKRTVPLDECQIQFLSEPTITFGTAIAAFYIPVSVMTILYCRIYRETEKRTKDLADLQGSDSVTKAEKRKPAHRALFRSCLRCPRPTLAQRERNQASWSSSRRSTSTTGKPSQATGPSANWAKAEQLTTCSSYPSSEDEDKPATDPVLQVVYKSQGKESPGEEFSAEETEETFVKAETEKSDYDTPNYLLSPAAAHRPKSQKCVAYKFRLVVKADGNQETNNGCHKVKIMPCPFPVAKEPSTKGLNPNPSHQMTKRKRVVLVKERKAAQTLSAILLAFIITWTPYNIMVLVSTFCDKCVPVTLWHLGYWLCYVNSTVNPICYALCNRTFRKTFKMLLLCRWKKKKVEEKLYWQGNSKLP
CHRM4 antagonist: CHRM4 antagonism in calcium assay. P08173. CHO-hM4 cells, ACh EC80, Fluo-8 calcium fluorescence. inhibition, % at 3 µM. hit rate 0.73% among 360,000. AID 624125;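 active = inhibition above its plate's cutoff, the mean inhibition of sample wells plus 3 SD, cut at about 27% in these data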;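 note: 0% = acetylcholine EC80 with DMSO and 100% = DMSO without agonist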
CHRM4 agonist: agonists of human muscarinic M4 receptor (CHRM4). P08173. CHO-K1 hM4/Gqi5, Fluo-8 calcium fluorescence; vehicle 0%, full acetylcholine response 100%. activation, % at 3 µM. hit rate 0.14% among 360,000. AID 624127;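 active = activation above the run mean over all test wells plus 3 SD, cut at about 32% in these data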;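 note: peak over basal fluorescence ratio per well then scaled between controls; 0% = DMSO wells and 100% = acetylcholine at EC100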
CHRM5 PAM: positive allosteric modulators of human muscarinic M5 receptor. CHO-K1 hM5, Fluo-8 calcium, ACh EC20 PAM; 0% = ACh EC20, 100% = ACh EC100. activation, % at 3 µM. hit rate 0.3% among 360,000;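 active = activation above the run cutoff, the mean activation of all test compounds plus 3 SD, cut at about 18% in these data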
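Test system: CHO-K1 hM5 cells / Doses: single-point, 3 µM nominal / Times: Post-acetylcholine fluorescence recording 140 s / Technique: Fluo-8 calcium fluorescence / Measure: Max/basal fluorescence ratio as % of EC20–EC100 ACh window / Benchmarks: low control EC20 acetylcholine (0%), high control EC100 acetylcholine (100%) / Replicates: one well per compound, no replicates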
M5 antag: antagonists of human muscarinic M5 receptor (CHRM5). P08912. CHO-hM5 cells, Fluo-8 calcium fluorescence, ACh EC80. inhibition, % at 3 µM. hit rate 0.59% among 360,000;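 active = inhibition above a per-plate cutoff, the mean of that plate's test compounds plus 3 SD, cut at about 27% in these data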;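 note: 0% = acetylcholine EC80 with DMSO and 100% = DMSO without agonist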
CRFR2-BP antag: blocks CRF-induced signaling of the CRF-BP/CRF-R2 complex | hit rate 0.59% among 350,000 | AID 588475 | inhibition, % at 11.8 µM | HEK293 CRF-R2/CRF-BP, CRF-induced calcium fluorescence;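 active = inhibition of the ligand-induced calcium signal above about 50% at the single tested concentration, limit read from the data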
CRFR2-BP ag: agonists of human CRF-binding protein/CRF-R2 receptor complex; HEK293 CRF-R2/CRF-BP, calcium dye fluorescence (FLIPR); percent of saturating CRF peptide response; activation, % at 13.2 µM; hit rate 0.46% among 350,000; AID 588473;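 active = activation of at least 50%, plus an integration ratio under a set limit after plate pattern correction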;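 note: plate controls were neutral control wells without compound for no effect and CRF at EC100 for full effect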
Starred values were filed as active, the others as inactive; . = not tested or not shown. Random draw from the library; any-hit rate near 2.9%.

SMILES | IDE cell inh | CHRM4 PAM | CHRM5 agonist | CHRM4 antagonist | CHRM4 agonist | CHRM5 PAM | M5 antag | CRFR2-BP antag | CRFR2-BP ag
Cc1cc(NC(=O)CCC(=O)N(c2ccccc2F)C(C(=O)NC2CCCC2)c2ccccc2)no1 (configuration not stated) | 1 | 3 | -2 | -12 | 1 | 3 | -4 | -13 | -0.5
c1nnn(C23CC4CC(CC(C4)C2)C3)n1 | 2 | -3 | -1 | 5 | 0 | 6 | -7 | 10 | -1.4
O=C(Cc1ccccc1)NC1CCS(=O)(=O)C1 (configuration not stated) | -2 | 4 | 0 | -4 | 1 | 6 | -6 | 5 | -2.0
CCCC(=O)NC(=S)Nc1sc2c(c1C(N)=O)CCC2 | 0 | 0 | 1 | -1 | 5 | 0 | -7 | -11 | -0.6
CCOC(=O)C1(C)CCCN1C(=O)c1csnn1 (configuration not stated) | . | -4 | 0 | 10 | 1 | -2 | 2 | . | .
COc1ccc(NC(=O)C2c3ccccc3OCC(=O)N2CC(F)(F)F)cc1 (configuration not stated) | . | 4 | -1 | -5 | 0 | -6 | 14 | . | .
c1nc(NCC2(N3CCOCC3)CCCCC2)c2ccsc2n1 | -4 | -5 | 0 | 11 | 1 | 0 | -9 | -7 | 1.7
CCCCN(C)C(=O)CCCc1c[nH]c2ccccc12 | 5 | 9 | 1 | 3 | 0 | 0 | -3 | 5 | 0.3
CC(=O)c1sc(-c2ccc(F)cc2)cc1NS(=O)(=O)c1ccccc1 | -1 | 0 | 0 | 0 | 0 | 4 | 2 | -4 | -4.2
CCC1CCCCN1CCCNC(=O)c1csc2c1CCCCC2 (configuration not stated) | 5 | 4 | -9 | -9 | 2 | -4 | 8 | -6 | -0.6
O=C1c2ccccc2-c2cccc(NS(=O)(=O)c3ccc(C(F)(F)F)cc3)c21 | 8 | 7 | -4 | 0 | 1 | -4 | 7 | -63 | 97*
COC(=O)c1ccc(C(=O)OC)c(NC(=O)Nc2ccc3c(c2)OCO3)c1 | 1 | 4 | -4 | 1 | 1 | 9 | 0 | -28 | -0.5
O=C(N/N=C/c1cc([N+](=O)[O-])cc([N+](=O)[O-])c1O)C(O)(c1ccccc1)c1ccccc1 | 0 | 0 | 1 | 8 | 0 | -2 | 3 | 6 | -1.0
CN(C)c1cccc(CNC(=O)c2ccc3nc([C@@H]4O[C@H](CO)[C@H](O)[C@H](O)[C@H]4O)[nH]c3c2)c1 | . | 1 | 1 | -8 | 1 | -1 | 4 | . | .
O=C(OCc1cc(=O)n2ccsc2n1)c1ccc(OC(F)F)cc1 | . | 2 | 0 | 2 | 2 | -4 | -2 | -1 | -0.3
CC(C)n1ncc2c(C(=O)NCC(=O)Nc3ccccc3Br)cc(C3CC3)nc21 | -1 | 3 | -3 | -5 | 3 | 3 | 6 | 3 | 0.0
COC(=O)[C@]12CCCCC=C1N(CCC1=CCCCC1)C(=O)[C@H](CC(=O)NCCCN1CCCC1=O)C2 | . | 14 | 0 | -10 | 12 | -4 | 6 | . | .
CC(C)CCn1c(=O)[nH]c2ccccc21 | -4 | 17 | -4 | -16 | 1 | 9 | -5 | -6 | -0.4
CC1(C)Cc2ccccc2C(NNC(=O)c2ccccc2)=N1 | 6 | 5 | -2 | -5 | 1 | 3 | 9 | 1 | -0.8
Cc1cc(C)nc(NC2=NCC(=O)N2c2ccccc2Br)n1 | 0 | -1 | 1 | -3 | 0 | -2 | -1 | 5 | 4.2
O=[N+]([O-])c1cccc2cnccc12 | . | 0 | 3 | -3 | 1 | 0 | 3 | 3 | -1.1
CCOC(=O)C1=C(CC)OC(N)=C(C#N)C1c1cccs1 (configuration not stated) | 0 | 4 | 3 | -1 | 0 | 1 | 0 | 3 | -2.2
Cc1cc(Nc2ccccc2O)c2ccccc2n1 | -2 | -5 | -1 | -3 | 14 | -1 | 9 | 9 | 0.7
N#CCCn1cc(C=C(C#N)C#N)c(-c2ccc(Cl)cc2)n1 | -2 | 4 | -4 | 1 | 0 | 2 | 6 | -6 | -7.8
COc1cc2c(cc1N/C=C(\C#N)c1nc(-c3ccccc3)cs1)oc1ccccc12 | 0 | -4 | -2 | 2 | 3 | 2 | 12 | -16 | 41

The list goes on; it opens with the 2 that closed the last part.
SMILES | IDE cell inh | CHRM4 PAM | CHRM5 agonist | CHRM4 antagonist | CHRM4 agonist | CHRM5 PAM | M5 antag | CRFR2-BP antag | CRFR2-BP ag
N#CCCn1cc(C=C(C#N)C#N)c(-c2ccc(Cl)cc2)n1 | -2 | 4 | -4 | 1 | 0 | 2 | 6 | -6 | -7.8
COc1cc2c(cc1N/C=C(\C#N)c1nc(-c3ccccc3)cs1)oc1ccccc12 | 0 | -4 | -2 | 2 | 3 | 2 | 12 | -16 | 41
O=C(CN1C(=O)NC2(CCCC2)C1=O)Nc1cc(Cl)ccc1N1CCOCC1 | -1 | 6 | 2 | -14 | 1 | 2 | 2 | 0 | 1.4
CC(C)(C)NC(=O)COC(=O)c1ccccc1C(=O)c1ccccc1 | 3 | 3 | -6 | -17 | 2 | 3 | 0 | -3 | -0.2
NS(=O)(=O)c1ccc(CCNC(=O)C2CCN(S(=O)(=O)c3cnc[nH]3)CC2)cc1 | -2 | 29 | 2 | 2 | 1 | 2 | -3 | 7 | -0.5
O=C(c1ccco1)N1CCN(C(c2ccccc2)c2nnnn2Cc2cccs2)CC1 (configuration not stated) | 5 | -1 | -5 | 0 | 2 | -4 | 4 | -11 | 0.4
CC1(C)CNC(=O)c2sc(NC(=O)c3ccccc3Cl)nc2C1 | 1 | -7 | 7 | -4 | 11 | -5 | 11 | -3 | 1.3
CC(C)(C)C(=O)NC(n1cnc2c(N3CCOCC3)ncnc21)C(Cl)(Cl)Cl (configuration not stated) | 2 | 9 | 1 | 1 | 5 | -5 | 18 | -1 | 3.7
CC(Sc1nc(O)c(-c2ccccc2)c(=O)[nH]1)C(=O)Nc1ccc(Cl)cc1 (configuration not stated) | 8 | -4 | -3 | 5 | 0 | 2 | 7 | -15 | 3.2
COc1ccc(/C=C/C(=O)O)cc1S(=O)(=O)N1CCCC1 | 0 | -1 | 2 | 3 | 2 | -5 | 10 | 15 | -1.0
CCN(CC)C(=O)Cn1c(C)c(/C=C/c2cc[n+](C)cc2)c2ccccc21 | 26* | -2 | -1 | -14 | 1 | 2 | 7 | -7 | 30
Cc1onc(-c2c(Cl)cccc2Cl)c1C(=O)NCc1ccco1 | 3 | 0 | -8 | 11 | 0 | -1 | 6 | -3 | -1.8
COc1ccc(-c2cc(C(F)(F)F)n3ncc(C(=O)O)c3n2)cc1OC | 6 | 2 | 0 | -3 | 1 | -7 | 6 | -1 | -2.4
CC(C)Oc1ccc(CNC(=O)CC(c2ccccc2)c2cc(Cl)ccc2O)cc1 (configuration not stated) | 2 | -5 | -3 | 8 | 0 | -3 | 10 | 11 | -0.1
COC(=O)[C@H]1C[C@@]2(O)CN(S(=O)(=O)c3ccc(C)cc3)C[C@@]2(OC(=O)Nc2c(C)noc2C)C[C@H]1C(=O)OC | . | 2 | 1 | -10 | 0 | 7 | -20 | -9 | 1.4
COc1ccc([C@H]2CC(=O)C=C(c3ccc(SC)cc3)C2)cc1OC | 4 | 3 | 3 | -10 | 3 | -16 | -1 | 9 | -0.3
COc1cccc(/C=N/NC(=O)c2c(-c3ccccc3)noc2C)c1OC | -1 | 10 | 2 | -7 | 5 | 0 | -9 | -8 | -0.8
COc1ccc2c(CN3CCCC3)cc(=O)oc2c1 | . | 1 | 2 | -4 | 0 | 7 | -3 | . | .
COCOc1cccc(CN2CCC2(C)C(=O)Nc2ccc(C)cc2)c1 (configuration not stated) | . | -3 | -1 | -17 | 3 | -5 | -6 | . | .
Cc1c(C2=CCN(S(=O)(=O)c3ccc(Br)cc3)CC2)c2ccccc2n1C | -5 | -2 | 4 | 8 | 2 | -3 | 8 | -25 | -0.4
O=C(CSc1ncn[nH]1)Nc1nc(-c2ccccc2)ns1 | 1 | 5 | 6 | -2 | 3 | -1 | 0 | -1 | 0.7
CC(=O)c1c(C)[nH]c(C(=O)COC(=O)c2cccc(S(=O)(=O)N(C)c3ccccc3)c2)c1C | 2 | -15 | 5 | 55* | 21 | -19 | 74* | -19 | 2.0
CC(=O)N1CCN(c2ccc(NC(=O)c3cccc(Cl)c3)cc2)CC1 | -1 | -3 | 4 | -10 | 3 | -3 | -8 | 19 | -0.8
COc1c(C(=O)Nc2ccc(Br)cn2)ccc2ccccc12 | 8 | 7 | -3 | -4 | 0 | 0 | 13 | -14 | -1.1
CC(C)(C)c1ccc(C(=O)N2CCC2(C)C(=O)NCc2ccc3c(c2)OCO3)cc1 (configuration not stated) | . | -1 | 3 | -3 | 3 | -3 | 3 | . | .
Cc1cc(C)n2c(SCC(=O)NCc3ccco3)nnc2n1 | 2 | 1 | 0 | 2 | 1 | -2 | 1 | 20 | -1.6
COc1ccc(-c2noc(CN(C)C(=O)CCN3C(=O)[C@H]4CC=CC[C@H]4C3=O)n2)cc1 | 5 | 1 | -2 | -8 | 4 | -4 | 12 | 29 | -0.6

(cont.)
SMILES | IDE cell inh | CHRM4 PAM | CHRM5 agonist | CHRM4 antagonist | CHRM4 agonist | CHRM5 PAM | M5 antag | CRFR2-BP antag | CRFR2-BP ag
Cc1ccc(OCCn2cc(C(=S)N3CCCC3)c3ccccc32)cc1C | 3 | -5 | -3 | -8 | 0 | 9 | -5 | -10 | 0.9
Cn1cc(Cl)c(C(=O)N2CCN(c3ncccn3)CC2)n1 | 3 | -2 | -2 | 0 | 1 | 5 | -9 | 5 | 1.0
O=C(Nc1ccccc1N1CCOCC1)c1cccs1 | 1 | -4 | -6 | 9 | 1 | -11 | 4 | -10 | -1.6
O=C(O)/C(=C\c1cccs1)Sc1nnc(-c2ccc(F)cc2)o1 | 4 | -16 | -1 | 0 | 18 | -17 | 11 | 5 | 0.6
NC(=O)c1cccc(Nc2nc(C(N)CCc3ccccc3)cs2)n1 (configuration not stated) | . | 2 | -1 | -4 | 2 | 1 | -10 | . | .
Cn1c(/C(C#N)=C(\O)c2ccc(S(=O)(=O)N3CCCCC3)cc2)nc2ccccc21 | -5 | 4 | 3 | -1 | 1 | -5 | 8 | 5 | -0.9
Cc1cc(NC(=O)CSCC(=O)OCc2nnc(-c3ccccc3)o2)no1 | 0 | 0 | -4 | -10 | 0 | 0 | 3 | 4 | 0.4
CCOC(=O)OCC(=O)C1(O)CCC2C3CCC4=CC(=O)CCC4(C)C3C(O)CC21C (configuration not stated) | . | -4 | -1 | -3 | 3 | 0 | 8 | -4 | 0.7
COc1ccc(-n2c(O)c(C=NCC(c3ccco3)N3CCCC3)c3ccccc3c2=O)cc1OC (configuration not stated) | 2 | -5 | 0 | -1 | 1 | -7 | 2 | 2 | 2.9
CCC1=NN2C(=N)/C(=C/c3cc(C)n(-c4ccccc4)c3C)C(=O)N=C2S1 | -5 | -2 | 2 | 1 | 0 | 8 | -8 | -49 | -2.2
Cc1ccc(C(=O)CC(C(=O)O)n2ccc(C)n2)cc1 (configuration not stated) | 6 | 6 | -5 | 3 | 0 | -6 | 1 | -14 | 1.9

3 entries out of the list above, arranged by their value in CHRM5 agonist, high to low.
compound	CHRM5 agonist
COC(=O)[C@]12CCCCC=C1N(CCC1=CCCCC1)C(=O)[C@H](CC(=O)NCCCN1CCCC1=O)C2	0
COc1ccc(-c2noc(CN(C)C(=O)CCN3C(=O)[C@H]4CC=CC[C@H]4C3=O)n2)cc1	-2
CC(C)(C)NC(=O)COC(=O)c1ccccc1C(=O)c1ccccc1	-6
